Tau fluor cs: Counterscreen qHTS for Inhibitors of Tau Fibril Formation, Fluorescence Polarization; tau K18 P301L Alexa594 fluorescence, heparin fibrillization; Potency, µM (series often up to 57.7 µM), for the others: top-dose activity change, negative = decrease; 280,000 compounds, 0.93% hits; AID 1463, 2008; note: % is set by controls: 0 for no effect and ±100 for the full control effect; nearly all actives have a fitted effect of over 55% in size
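Human tau K18 P301L (15 uM unlabeled, 0.24 uM Alexa 594-labeled) in 100 mM sodium acetate pH 7 with 20 uM heparin, 6 hr at 37 C. ThT 30 uM added, 1 hr ambient; Alexa 594 FP and total fluorescence read at 555/632 nm.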
Tau ThT inhib: qHTS for Inhibitors of Tau Fibril Formation, Thioflavin T Binding; Microtubule-associated protein tau (Homo sapiens), P10636; recombinant tau K18 P301L (four-repeat tau fragment), heparin-induced fibrillization, ThT fluorescence; Potency, µM (series often up to 57.4 µM), for the others: at the top dose activity, negative = inhibition, most hits filed as inhibitors; 270,000 compounds, 2.1% hits; AID 1460, 2008; note: % is set by controls: 0 for no effect and ±100 for the full control effect; nearly all actives have a fitted effect of over 55% in size
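Aggregation was driven by heparin (20 uM final) acting on recombinant tau […] bearing P301L in 100 mM sodium acetate pH 7; fibrils were detected with Thioflavin T.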
TRb SRC2 PPI: qHTS for Inhibitors of the Interaction of Thyroid Hormone Receptor and Steroid Receptor Coregulator 2. Thyroid hormone receptor beta (Homo sapiens), P10828. TRbeta-SRC2 peptide binding, fluorescence polarization; receptor liganded with 1 µM T3. Potency, µM (top dose mostly 106 µM), inactives show top-dose activity change, negative = inhibition, usual class: inhibitors. 280,000 compounds, 0.065% hits;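 note: plate controls were bound peptide for no effect and peptide without receptor for full effect; nearly all actives have a fitted effect of over 50% in size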
Target sequence (P10828 whole entry, looked up): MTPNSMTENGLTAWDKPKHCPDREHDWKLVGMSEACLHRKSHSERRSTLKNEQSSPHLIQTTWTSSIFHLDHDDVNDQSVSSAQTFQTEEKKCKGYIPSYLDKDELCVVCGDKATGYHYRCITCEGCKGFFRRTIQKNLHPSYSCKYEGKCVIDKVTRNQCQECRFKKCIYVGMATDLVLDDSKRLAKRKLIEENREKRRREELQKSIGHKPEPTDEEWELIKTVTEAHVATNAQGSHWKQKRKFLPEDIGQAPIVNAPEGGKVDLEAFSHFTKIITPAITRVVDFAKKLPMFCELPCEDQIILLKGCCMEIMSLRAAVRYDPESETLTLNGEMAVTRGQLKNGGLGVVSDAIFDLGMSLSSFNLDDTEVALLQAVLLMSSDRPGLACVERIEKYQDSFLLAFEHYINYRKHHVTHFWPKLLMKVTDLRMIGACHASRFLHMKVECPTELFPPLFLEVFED
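Quantitative HTS by FP: 0.6 uM TRb LBD, 20 nM labeled SRC2 20-mer, 1 uM T3, 5% DMSO; 5 hr ambient incubation; % activity per concentration and potencies from concentration series.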
L3MBTL1 inh: qHTS Assay for the Inhibitors of L3MBTL1. AID 485360, 2010. AlphaScreen L3MBTL1–H3K9me1 peptide binding. Lethal(3)malignant brain tumor-like protein 1 (Homo sapiens), Q9Y468. 230,000 compounds, 0.66% hits. Potency, µM (series often up to 57.1 µM), inactives show at the highest dose activity, negative = inhibition, most hits filed as inhibitors; note: % is set by controls: 0 for no effect and ±100 for the full control effect; nearly all actives have a fitted effect of over 60% in size
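L3MBTL1 50 nM + b-AHA-H3(1-15)K9me1 75 nM, 30 min RT; compound added, 30 min RT; streptavidin donor/Ni-chelate acceptor beads 10 ug/mL each final, 30 min RT dark; AlphaScreen read.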
HTT ATP protect: qHTS Multiplex Assay to Identify Dual Action Probes in a Cell Model of Huntington: Cytoprotection (ATP); Potency, µM (top dose mostly 56.4 µM), without a hit: cytoprotection (ATP increase), actives largely listed as activators; PC12 HTT-Q103 induced, cytoprotection, ATP luminescence, 40 h; 230,000 compounds, 0.14% hits;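 note: % of control where 0% means no effect; nearly all actives have a fitted effect of over 45% in size; toxic huntingtin expression switched on by the ecdysone agonist tebufenozide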
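Compounds were screened for protection of PC12 cells against cell death after tebufenozide induction (100 nM final) of mutant Huntingtin exon 1 (Q103) fused to GFP.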
Tau fibril FP: qHTS for Inhibitors of Tau Fibril Formation, Fluorescence Polarization | Microtubule-associated protein tau (Homo sapiens), P10636 | K18 P301L tau heparin fibrillization, Alexa594 FP, 6 h | Potency, µM (series often up to 57.7 µM), inactives show top-dose activity, negative = inhibition, hits mostly inhibitors | 280,000 compounds, 0.39% hits | AID 1468, 2008; note: % is set by controls: 0 for no effect and ±100 for the full control effect; nearly all actives have a fitted effect of over 55% in size
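Human tau K18 […] P301L fragment, 15 uM unlabeled plus 0.24 uM Alexa 594-labeled tau (final), with compound and 20 uM heparin in 100 mM sodium acetate pH 7; 6 hr at 37 C, then Alexa 594 FP read.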
TexasRed fluor: Total Fluorescence Counterscreen for Inhibitors of the Interaction of Thyroid Hormone Receptor and Steroid Receptor Coregulator 2 | Potency, µM (highest dose often 106 µM), inactives show at the highest dose fluorescence change, negative = quenching | 280,000 compounds, 0.29% hits | TRb/SRC2 Texas Red total fluorescence interference; active = well fitted curve in either direction with a large enough effect; inconclusive = small, poorly fitted or top-dose-only effect; note: % is set by controls: 0 for no effect and ±100 for the full control effect
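Human TRβ ligand-binding domain (0.6 uM) and Texas Red SRC2 peptide (20 nM) in Tris buffer with 1 uM T3 and 5% DMSO were incubated with pinned compound for 5 hr at ambient temperature. Total fluorescence was computed as S + 2P (555/632 nm).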
RECQ1 helicase: qHTS Assay for Inhibitors of RecQ-Like Dna Helicase 1 (RECQ1). Potency, µM (titrated, usually from 57.3 µM), for the others: at the top dose activity, negative = inhibition, hits mostly inhibitors. ATP-dependent DNA helicase Q1 (Homo sapiens), P46063. 240,000 compounds, 0.54% hits. AID 2549, 2010. RECQ1 DNA unwinding, red fluorescence kinetic read;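 note: plate controls were vehicle for no effect and no enzyme for full effect; nearly all actives have a fitted effect of over 30% in size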
Target sequence (P46063 whole entry, looked up): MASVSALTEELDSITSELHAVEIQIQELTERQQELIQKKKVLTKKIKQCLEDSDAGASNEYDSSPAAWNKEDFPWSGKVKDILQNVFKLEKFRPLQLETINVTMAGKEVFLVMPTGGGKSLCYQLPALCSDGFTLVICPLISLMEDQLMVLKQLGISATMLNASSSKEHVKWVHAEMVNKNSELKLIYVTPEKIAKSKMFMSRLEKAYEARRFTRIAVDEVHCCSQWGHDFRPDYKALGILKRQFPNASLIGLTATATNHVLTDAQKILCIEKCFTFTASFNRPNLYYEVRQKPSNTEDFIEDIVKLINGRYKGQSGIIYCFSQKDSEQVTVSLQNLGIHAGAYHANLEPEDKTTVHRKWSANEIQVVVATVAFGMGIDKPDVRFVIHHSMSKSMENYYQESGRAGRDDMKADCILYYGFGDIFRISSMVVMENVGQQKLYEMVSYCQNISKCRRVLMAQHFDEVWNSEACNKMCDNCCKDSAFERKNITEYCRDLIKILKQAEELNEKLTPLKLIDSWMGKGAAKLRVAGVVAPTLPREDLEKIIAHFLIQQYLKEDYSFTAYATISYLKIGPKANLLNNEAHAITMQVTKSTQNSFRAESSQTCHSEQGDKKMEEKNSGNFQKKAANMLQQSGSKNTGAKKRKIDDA
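50 nM RECQ1T1 preincubated 15 min with compound in Tris pH 8.0 buffer with MgCl2, DTT, Tween-20 and 2.5 ug/ml poly(dI-dC); started with 200 nM TAMRA/BHQ-2 forked duplex and 2 mM ATP. Unwinding read as fluorescence (525/598 nm), two reads 2 h apart.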
* = called active by the depositor; i = inactive; ? = inconclusive; nt = no result given; & = joins results of further samples; [ ] = dose if it differs, or a comment. Unless noted, calls come from the whole dose curve; as a rule, active = well fitted curve in the direction sought with a large enough effect; inconclusive = small, poorly fitted or top-dose-only effect, or another doubt; inactive = no such curve, though single readings can be large; an effect the other way counts as inactive or inconclusive. Potency is the fitted concentration of half-maximal effect.

No.	compound	Tau fluor cs	Tau ThT inhib	TRb SRC2 PPI	L3MBTL1 inh
1	O=C(CN(C(=O)CCC(=O)Nc1nccs1)c1ccc(F)cc1)NCC1CCCO1 (configuration not stated)	2%	-8%	-8%	1%
2	COC(=O)c1c(N2C(=O)[C@H]3[C@@H](C2=O)[C@]2(C(=O)Nc4c(C)cc(C)cc42)N2CCC[C@@H]32)sc(C)c1C	?	?	3%	nt
3	O=[N+]([O-])c1ccc2c(c1)nc1n2CCN(C2CCCCC2)C1	-1%	?	-4%	3%
4	O=C(CCNC(=O)OCc1ccccc1)NC1CCCCCC1	-3%	-2%	-1%	4%
5	COc1ccc(Nc2nc3ccccc3c(=O)s2)c(OC)c1	-1%	-1%	-4%	-4%
6	N#CC(Nc1ccccc1)c1ccccc1OCc1ccccc1 (configuration not stated)	0%	-16%	-1%	nt
7	CNC(=O)CC1C(=O)N(Cc2ccccc2)C(=S)N1NC(=O)c1cccc(F)c1 (configuration not stated)	-3%	-3%	-2%	-6%
8	C=CCn1c(C)cc(C(=O)COC(=O)/C=C/c2ccc(OC)cc2)c1C	-23%	?	-2%	6%
9	CCNC(=O)NC1(C(=O)Nc2ccc3c(c2)CCC3)CCCCC1	5%	5%	-6%	-10%
10	Cc1ccc(-n2cc(CNCCCn3ccnc3C)c(-c3ccc(F)cc3)n2)cc1	-7%	-16%	-1%	-24%
11	CC(=O)c1ccc(NC(=O)CSc2cn(CC(=O)N(C(C)C)C(C)C)c3ccccc23)cc1	-15%	-10%	0%	nt
12	COc1ccc(-n2ncc3c(N4CCN(Cc5ccccc5)CC4)ncnc32)cc1	-14%	-20%	-3%	-6%

No.	HTT ATP protect	Tau fibril FP	TexasRed fluor	RECQ1 helicase
1	13%[10 µM]	1%	-2%	-4%
2	10%	-11%	2%	-20%
3	-12%[10 µM]	11%	-6%	i
4	8%[10 µM]	-2%	8%	-3%
5	12%	7%	1%	0%
6	-20%	0%	1%	-9%
7	11%[10 µM]	-5%	-4%	-8%
8	-21%	-14%	-1%	-5%
9	-34%	0%	1%	0%
10	-18%	4%	-6%	-1%
11	nt	-5%	-1%	nt
12	nt	3%	-5%	5%

Next compounds.
No.	compound	Tau fluor cs	Tau ThT inhib	TRb SRC2 PPI	L3MBTL1 inh
13	COc1ccc(C(=O)N2CCCC(CCC(=O)NCc3ccc(F)c(F)c3)C2)cc1F (configuration not stated)	-1%	-4%	0%	-1%
14	CCCCCn1c(CN2CCN(c3ccc(OC)cc3)CC2)nc2c1c(=O)[nH]c(=O)n2C	-23%	-17%	-6%	nt
15	CCn1c(C(=O)NCc2ccccc2C)cc2oc3ccccc3c21	?	?	3%	nt
16	C/C(=N\NC(=O)c1cccc(N/N=C(\C)c2ccco2)c1)c1ccco1	-28%	?	-3%	-29%
17	CC1=C(C(=O)N2CCN(c3cccc(C)c3C)CC2)C2(CCCCC2)OC1=O	-6%	-8%	-5%	nt
18	Cc1ccc(CC2CC(=O)N(c3nc4ccccc4s3)C2=O)cc1 (configuration not stated)	-16%	-15%	-6%	5%
19	CCOC(=O)c1cc2sccc2n1CC(=O)N1CCCC1	3%	-2%	-5%	4%
20	CC(=O)Nc1cc(C(N)=O)c(Cl)cc1Cl	0%	-4%	-10%	1%
21	COc1cccc(-c2nn(C)c3sc(C(=O)NCc4cc(OC)ccc4OC)cc23)c1	?	-3%	-1%	nt
22	COc1cccc(-c2csc(NC3OC(=O)c4c3ccc(OC)c4OC)n2)c1 (configuration not stated)	-19%	?	3%	4%
23	Cc1cc(C)nc(-n2nc(C)c(Oc3ccccc3O)c2C)n1	-8%	-5%	0%	10%
24	NS(=O)(=O)c1ccc(NC(=O)CN2CCCc3ccccc32)cc1	-21%	nt	-2%	nt

No.	HTT ATP protect	Tau fibril FP	TexasRed fluor	RECQ1 helicase
13	23%[10 µM]	-2%	-2%	i
14	nt	0%	-2%	nt
15	nt	-4%	-16%	nt
16	-94%[inhibitor]	15%	-7%	-7%
17	nt	1%	-2%	nt
18	5%[10 µM]	-5%	0%	i
19	-13%[10 µM]	1%	1%	1%
20	-14%	-2%	-2%	-7%
21	nt	-8%	0%	nt
22	-7%[10 µM]	-5%	-2%	i
23	-9%	3%	1%	i
24	1%[10 µM]	7%	-6%	-5%

New compounds follow.
No.	compound	Tau fluor cs	Tau ThT inhib	TRb SRC2 PPI	L3MBTL1 inh
25	O=C(CSc1nnc(Cn2nnc3ccccc32)o1)Nc1ccc(Cl)cc1	2%	-2%	-3%	9%
26	Cc1ccccc1C(=O)Nc1ccc(O)c2c(=O)cc(-c3ccccc3Cl)oc12	-8%	0%	-3%&8%	nt
27	O=C(CCc1nc2ccccc2[nH]c1=O)OCc1ccc(S(=O)(=O)N2CCOCC2)cc1	8%	5%	-2%	3%[11.4 µM]
28	CCOc1ccc(N=Nc2c(C)noc2C)cc1	-23%	16µM*	-4%	nt
29	Cc1cc(C)n(C(=O)CCCn2cc([N+](=O)[O-])cn2)n1	7%	9%	3%	22%
30	CCNc1nc(NC(C)(C)C)nc(N(C#N)CC)n1	5%	-2%	-19%[53 µM]	0%
31	CCc1ccc(CN(C)Cc2nc(Cc3ccc(OC)c(OC)c3)no2)nc1	-1%	-10%	-5%	-4%
32	S=C(NCC1CCCO1)NC1CC1 (configuration not stated)	4%	3%	0%	2%
33	COC(=O)C1C2C=CC3(CN(c4cccc(Cl)c4)C(=O)C13)O2 (configuration not stated)	-3%	2%	-4%	2%
34	CC(C)CC1NC(=O)N(Cc2cc(=O)n3ccsc3n2)C1=O (configuration not stated)	-1%	-3%	1%	-8%
35	COc1ccc(NC(=O)CN2C(=O)C(C)Oc3ccccc32)c(OC)c1 (configuration not stated)	-1%	1%	-4%	0%
36	CSc1nc2ccc(NC(=O)c3nn(C(C)C)c(=O)c4ccccc34)cc2s1	5%	3%	-16%	-5%

No.	HTT ATP protect	Tau fibril FP	TexasRed fluor	RECQ1 helicase
25	-14%[10 µM]	3%	-5%	-3%
26	-5%[10 µM]	-12%	0%&0%	i
27	-2%[0.074 µM]	-4%	-3%	7%
28	-23%	-11%	-1%	-4%
29	?	4%	0%	-3%
30	-8%	1%	-1%[53 µM]	i
31	-6%[10 µM]	-1%	-4%	i
32	-14%	4%	1%	i
33	-2%	-3%	-2%	-3%
34	?	1%	2%	i
35	-15%	3%	0%	-16%
36	-14%[10 µM]	2%	0%	-7%

Complete entries, quoted from the list. Order of screens: Tau fluor cs | Tau ThT inhib | TRb SRC2 PPI | L3MBTL1 inh | HTT ATP protect | Tau fibril FP | TexasRed fluor | RECQ1 helicase
Cc1ccc(-n2cc(CNCCCn3ccnc3C)c(-c3ccc(F)cc3)n2)cc1 across the screens: -7% | -16% | -1% | -24% | -18% | 4% | -6% | -1%
COc1cccc(-c2csc(NC3OC(=O)c4c3ccc(OC)c4OC)n2)c1 (configuration not stated) across the screens: -19% | ? | 3% | 4% | -7%[10 µM] | -5% | -2% | i
CCn1c(C(=O)NCc2ccccc2C)cc2oc3ccccc3c21 across the screens: ? | ? | 3% | nt | nt | -4% | -16% | nt

(cont.)
No.	compound	Tau fluor cs	Tau ThT inhib	TRb SRC2 PPI	L3MBTL1 inh
37	Cc1ccc(C(c2nnnn2C2CCCCC2)N(C)C2CCCCC2)cc1 (configuration not stated)	-6%	-16%	-5%	nt
38	Cc1ccc(-n2nc(C)c3c(C(F)(F)F)cc(-c4cccnc4)nc32)cc1Cl	-4%	-1%	-1%	nt
39	Cc1ccc2[nH]cc(CCNC(=O)c3cccnc3)c2c1	-15%	-15%	-12%	nt
40	N=c1c(C(=O)NC2CCCC2)cc2c(=O)n3ccccc3nc2n1C1CCCC1	-3%	-8%	-2%	-1%
41	Cc1cc(C)n(/N=C/c2cc(Cl)cc(Cl)c2O)c(=O)c1	-8%	?	4%	0%
42	CCCCCN(C(=O)NC(=O)Nc1cccc(C)c1C)S(C)(=O)=O	-16%	-5%	5%	-20%
43	Clc1ccccc1-c1nnc(-c2ccc3c(c2)OCO3)o1	-23%	?	-6%	nt
44	Cc1ccc(NC(=O)N[C@H](C(=O)O)C(C)C)c(C)c1	10%	13%	6%	5%
45	CCN(C(=O)CSc1nc2ncccc2[nH]1)c1ccc(C(C)C)cc1	-14%	-8%	3%	nt
46	Cc1ccccc1-c1nc2scc(CCNC(=O)C(=O)Nc3ccc(F)cc3F)n2n1	-28%	3%	2%	nt

No.	HTT ATP protect	Tau fibril FP	TexasRed fluor	RECQ1 helicase
37	1%	1%	-7%	-16%
38	nt	-7%	-1%	nt
39	11%	-5%	-2%	-11%
40	-26%	7%	1%	3%
41	0%	-13%	-1%	i
42	-34%	-3%	1%	-6%
43	-174%[inhibitor]	-2%	-3%	1%
44	4%[10 µM]	7%	-2%	-1%
45	nt	1%	0%	nt
46	nt	-8%	-1%	nt

Quoted at random: two compounds from above.
No.	compound	Tau fluor cs	Tau ThT inhib	TRb SRC2 PPI	L3MBTL1 inh
42	CCCCCN(C(=O)NC(=O)Nc1cccc(C)c1C)S(C)(=O)=O	-16%	-5%	5%	-20%
45	CCN(C(=O)CSc1nc2ncccc2[nH]1)c1ccc(C(C)C)cc1	-14%	-8%	3%	nt

No.	HTT ATP protect	Tau fibril FP	TexasRed fluor	RECQ1 helicase
42	-34%	-3%	1%	-6%
45	nt	1%	0%	nt

Not all compounds are listed; count on the stated rates, not on these rows.
